Screening data: PubChem, several laboratories
FAK inh: FAK (human) kinase inhibition. Q05397. biochemical FAK kinase activity assay. inhibition, %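 (tested at 7 µM)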. hit rate 0.84% among 97,000. AID 727; in the data active = inhibition above about 19%;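 also: 0% = DMSO and 100% = reference compound high control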
Target sequence (Q05397 whole entry, looked up): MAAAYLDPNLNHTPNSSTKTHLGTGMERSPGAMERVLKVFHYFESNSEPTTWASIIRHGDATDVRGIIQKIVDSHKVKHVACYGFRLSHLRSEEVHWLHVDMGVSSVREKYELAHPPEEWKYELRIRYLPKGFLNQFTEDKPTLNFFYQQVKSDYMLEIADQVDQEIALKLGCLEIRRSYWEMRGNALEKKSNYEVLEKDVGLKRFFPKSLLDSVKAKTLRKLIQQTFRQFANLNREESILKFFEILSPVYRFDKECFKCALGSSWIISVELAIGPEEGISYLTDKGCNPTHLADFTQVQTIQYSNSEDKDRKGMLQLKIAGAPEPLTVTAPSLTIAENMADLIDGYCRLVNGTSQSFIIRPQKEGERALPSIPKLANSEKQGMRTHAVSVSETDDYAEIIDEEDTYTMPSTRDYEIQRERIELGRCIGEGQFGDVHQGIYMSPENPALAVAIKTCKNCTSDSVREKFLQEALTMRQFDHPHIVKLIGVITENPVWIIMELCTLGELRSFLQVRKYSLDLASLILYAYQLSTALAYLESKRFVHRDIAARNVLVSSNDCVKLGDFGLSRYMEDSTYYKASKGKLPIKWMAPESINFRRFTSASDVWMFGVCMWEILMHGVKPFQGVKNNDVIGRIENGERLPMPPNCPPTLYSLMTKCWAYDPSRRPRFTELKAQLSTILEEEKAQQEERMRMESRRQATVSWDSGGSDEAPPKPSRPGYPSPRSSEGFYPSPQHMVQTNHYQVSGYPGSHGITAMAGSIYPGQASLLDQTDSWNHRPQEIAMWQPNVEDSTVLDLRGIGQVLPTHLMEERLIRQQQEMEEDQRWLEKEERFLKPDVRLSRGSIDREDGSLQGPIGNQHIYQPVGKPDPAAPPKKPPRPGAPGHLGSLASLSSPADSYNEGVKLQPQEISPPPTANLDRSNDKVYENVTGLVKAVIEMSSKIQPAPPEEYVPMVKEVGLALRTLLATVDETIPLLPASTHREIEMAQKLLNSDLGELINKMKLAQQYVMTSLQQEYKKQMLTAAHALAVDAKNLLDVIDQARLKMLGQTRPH
PLK1 inh: blocks human PLK1 kinase activity | P53350 | recombinant PLK1 kinase, TR-FRET peptide phosphorylation | inhibition, % at 10 µM | hit rate 0.53% among 97,000;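 active = inhibition of 50% or more in the single-concentration screen; inactive = inhibition below 50%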;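 also: 0% = DMSO max control and 100% = H-89 dihydrochloride min control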
ERa SRC1 inh: ER-alpha (human) coactivator binding inhibition; P03372; TR-FRET ER-alpha LBD / SRC-1 peptide, estradiol-bound; inhibition, % at 25.6 µM; hit rate 1.7% among 86,000; in the data active = inhibition above about 50%;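 also: 0% = receptor plus peptide control and 100% = peptide only without receptor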
CD11b adhes enh: increases human CD11b/CD18 adhesion to fibrinogen; hit rate 0.07% among 93,000; AID 1499; K562 CD11b/CD18 adhesion to fibrinogen, ATPlite luminescence; activation, % at 10 µM;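 active = 10 µM primary screen giving 50% or more activity, confirmed by 40% or more on retest at that dose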; also: strong numbers were not always called active
ERa coact pot: enhances coactivator binding to human estrogen receptor alpha; coactivator binding (% of control), % at 25.6 µM; hit rate 1.3% among 86,000; AID 639; TR-FRET ERalpha-LBD/SRC-Cy5 coactivator binding, 2 h; 100 = basal binding, no effect; in the data active = activity above about 200%;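 also: binding measured in presence of low estradiol as agonist stimulus; 0% = peptide alone without receptor and 100% = receptor with peptide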
Rev-RRE block: disrupts HIV-1 Rev binding to RRE RNA; P05866; Rev peptide-RRE RNA binding, FRET; inhibition, % at 8 µM; hit rate 0.79% among 97,000;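 active = inhibition above the screen-wide mean plus 3 SD, cut at about 35% in these data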;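 also: 0% = median DMSO wells and 100% = median Neomycin B control wells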
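Material: labelled RRE RNA duplex and labelled Rev peptide / Buffer or medium: HEPES pH 7.5 salt buffer with EDTA / Compound dosing: single point, 8 µM final nominal compound concentration / Benchmarks: DMSO low control, neomycin B high control / Timing: 5 min preincubation and 15 min binding, 25 °C / Technique: FRET fluorescence readout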
CD11b adhes inh: CD11b/CD18-fibrinogen binding inhibition; K562 CD11b/CD18 adhesion to fibrinogen, ATPlite luminescence; Mn2+ added to activate the integrin; P05107+P11215; hit rate 0.54% among 93,000; inhibition, % at 10 µM;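 active = primary inhibition of 50% or more at 10 µM, then 40% or more on retest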; also: some results filed as inactive read as strong as hits
ERb coact inh: blocks coactivator binding to human estrogen receptor beta; TR-FRET ER-beta LBD / SRC1-Cy5 peptide binding; receptor agonist-loaded with 1 µM estradiol; hit rate 1.3% among 86,000; Q92731; inhibition, % at 25.6 µM;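 active = compounds whose percent inhibition of the receptor-coactivator binding signal exceeds about 50% in the single-dose screen, limit read from the data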;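 also: 0% = receptor plus peptide wells without compound and 100% = peptide-only wells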
PLK1 PBD inh: inhibitors of human Plk1 polo box domain binding. P53350. Plk1 PBD phosphopeptide binding, fluorescence polarization. inhibition, %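 (tested at about 20 µM)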. hit rate 0.13% among 97,000; in the data active = inhibition above about 34%, passing the limit was not always enough
* hit, by the source's call; [ ] = another dose, or the depositor's remark.

Results for COc1ccc(-c2nnc3sc(-c4cccs4)nn23)cc1OC ?
FAK inh: -10; PLK1 inh: -7; ERa SRC1 inh: 0; CD11b adhes enh: 26; ERa coact pot: 156; Rev-RRE block: 1; CD11b adhes inh: -10; ERb coact inh: 16[fluorescence artefact?]; PLK1 PBD inh: -9

How did CCCS(=O)(=O)c1c(S(=O)(=O)CCC)c2c(N)cccn2c1C(=O)c1ccc(F)cc1 do in these assays?
FAK inh: -4; PLK1 inh: 24; ERa SRC1 inh: 13; CD11b adhes enh: 0; ERa coact pot: 98[fluorescence artefact?]; Rev-RRE block: 11; CD11b adhes inh: -16; ERb coact inh: 10[fluorescence artefact?]; PLK1 PBD inh: -30

How did O=C(NCC1CCCO1)c1cccs1 (stereo not drawn) do in these assays?
FAK inh: -1; PLK1 inh: 3; ERa SRC1 inh: -3; CD11b adhes enh: 4; ERa coact pot: 96; Rev-RRE block: 1; CD11b adhes inh: -1; ERb coact inh: -10; PLK1 PBD inh: -24

What do the screens show for `CCOC(=O)N1CCN(CC(O)COc2ccccc2C(C)CC)CC1` (stereo not drawn)?
FAK inh: -2; PLK1 inh: -13; ERa SRC1 inh: -14[fluorescence artefact?]; CD11b adhes enh: -7; ERa coact pot: 135; Rev-RRE block: 4; CD11b adhes inh: 19; ERb coact inh: -3; PLK1 PBD inh: -7

What do the screens show for `O=C(O)C1C2C=CC3(CN(Cc4ccccn4)C(=O)C13)O2` (stereo not drawn)?
FAK inh: 3; PLK1 inh: -10; ERa SRC1 inh: -4; ERa coact pot: 112; Rev-RRE block: 11; ERb coact inh: -1; PLK1 PBD inh: -14

How did COC(=O)c1ccc(OCC(O)CN(CCO)CCO)cc1 (stereo not drawn) do in these assays?
FAK inh: -2; PLK1 inh: -2; ERa SRC1 inh: 7[fluorescence artefact?]; CD11b adhes enh: -4; ERa coact pot: 126[fluorescence artefact?]; Rev-RRE block: 3; CD11b adhes inh: 2; ERb coact inh: 2[fluorescence artefact?]; PLK1 PBD inh: 8

How did CC(C)N(Cc1nc(-c2ccccc2)no1)C(=O)C(C)(C)C do in these assays?
FAK inh: 0; PLK1 inh: -5; ERa SRC1 inh: -35; CD11b adhes enh: -4; ERa coact pot: 104; Rev-RRE block: 10; CD11b adhes inh: -6; ERb coact inh: -20; PLK1 PBD inh: 8

What do the screens show for `CCCCOc1ccc(C(=O)N/C(=C\c2cccc([N+](=O)[O-])c2)C(=O)OC(C)C)cc1`?
FAK inh: -6; PLK1 inh: -8; CD11b adhes enh: -1; Rev-RRE block: 4; CD11b adhes inh: 4; PLK1 PBD inh: -1

What do the screens show for `COc1ccccc1NC(=O)COc1ccc(/C=N/n2cnnc2)cc1OC`?
FAK inh: -3; PLK1 inh: -4; ERa SRC1 inh: -2; CD11b adhes enh: -8; ERa coact pot: 123; Rev-RRE block: 6; CD11b adhes inh: 7; ERb coact inh: 8; PLK1 PBD inh: -4

Results for Fc1ccc(N2N=C(c3cccs3)CC2c2ccco2)c(F)c1 (stereo not drawn) ?
FAK inh: 1; PLK1 inh: 0; CD11b adhes enh: 0; Rev-RRE block: 15; CD11b adhes inh: 17; PLK1 PBD inh: -9

Reprinted from the listing for reference:
What do the screens show for `CCCCOc1ccc(C(=O)N/C(=C\c2cccc([N+](=O)[O-])c2)C(=O)OC(C)C)cc1`?
FAK inh: -6; PLK1 inh: -8; CD11b adhes enh: -1; Rev-RRE block: 4; CD11b adhes inh: 4; PLK1 PBD inh: -1

What do the screens show for `COc1ccccc1NC(=O)COc1ccc(/C=N/n2cnnc2)cc1OC`?
FAK inh: -3; PLK1 inh: -4; ERa SRC1 inh: -2; CD11b adhes enh: -8; ERa coact pot: 123; Rev-RRE block: 6; CD11b adhes inh: 7; ERb coact inh: 8; PLK1 PBD inh: -4

Results for Fc1ccc(N2N=C(c3cccs3)CC2c2ccco2)c(F)c1 (stereo not drawn) ?
FAK inh: 1; PLK1 inh: 0; CD11b adhes enh: 0; Rev-RRE block: 15; CD11b adhes inh: 17; PLK1 PBD inh: -9

The list continues:
What do the screens show for `COc1cccc(-c2cc(C(=O)Nc3cccc(O)c3)no2)c1`?
FAK inh: 5; PLK1 inh: -10; CD11b adhes enh: 3; Rev-RRE block: 11; CD11b adhes inh: 2; PLK1 PBD inh: -8

Results for CCC(C)[C@H](NC(=O)NC1CCCc2ccccc21)C(=O)O (stereo partly drawn) ?
FAK inh: -4; PLK1 inh: -10; ERa SRC1 inh: 6; CD11b adhes enh: 2; ERa coact pot: 120; Rev-RRE block: 7; CD11b adhes inh: -14; ERb coact inh: 2[fluorescence artefact?]; PLK1 PBD inh: -5

Results for COc1ccc(-n2ccc(=O)c3c2CCCC3=O)cc1 ?
FAK inh: 5; PLK1 inh: -3; ERa SRC1 inh: -5; CD11b adhes enh: -4; ERa coact pot: 90; Rev-RRE block: 8; CD11b adhes inh: 10; ERb coact inh: -12; PLK1 PBD inh: -26

How did CCC(CC)C(=O)c1c[nH]c(C(=O)NCCc2ccccn2)c1 do in these assays?
FAK inh: -11; PLK1 inh: -12; CD11b adhes enh: 5; Rev-RRE block: -3; CD11b adhes inh: -2; PLK1 PBD inh: -6

What do the screens show for `O=C(COc1ccc(Cl)cc1)Nc1ccccc1CO`?
ERa SRC1 inh: -4; CD11b adhes enh: -2; ERa coact pot: 104[fluorescence artefact?]; CD11b adhes inh: 5; ERb coact inh: -9

What do the screens show for `O=C1C2CC=CCC2C(=O)N1c1n[nH]c(Cc2ccccc2)n1` (stereo not drawn)?
FAK inh: 0; PLK1 inh: -9; ERa SRC1 inh: -4; CD11b adhes enh: -1; ERa coact pot: 104; Rev-RRE block: 8; CD11b adhes inh: -9; ERb coact inh: 0; PLK1 PBD inh: -20

What do the screens show for `CC(C)Sc1nc(SCC(=O)NCc2ccco2)c2c3c(sc2n1)COC(C)(C)C3`?
ERa SRC1 inh: 1; CD11b adhes enh: -3; ERa coact pot: 195; CD11b adhes inh: 11; ERb coact inh: 0

Results for CCCCn1c(SCC(=O)Nc2nnc(CC)s2)nc2ccccc2c1=O ?
ERa SRC1 inh: 8[fluorescence artefact?]; CD11b adhes enh: 50; ERa coact pot: 133[fluorescence artefact?]; CD11b adhes inh: -4; ERb coact inh: 19[fluorescence artefact?]

Results for COC(=O)C1=C(C)Nc2c(c(=O)n(C)c(=O)n2C)C1c1cccs1 (stereo not drawn) ?
FAK inh: 19*; PLK1 inh: -16; ERa SRC1 inh: 8[fluorescence artefact?]; CD11b adhes enh: 0; ERa coact pot: 97[fluorescence artefact?]; Rev-RRE block: 11; CD11b adhes inh: -3; ERb coact inh: -1[fluorescence artefact?]; PLK1 PBD inh: 0

Results for CC1Cc2ccccc2N1C(=O)CN1CCC(n2nnc3cc(C(F)(F)F)ccc32)CC1 (stereo not drawn) ?
FAK inh: 1; PLK1 inh: -12; CD11b adhes enh: -7; Rev-RRE block: 9; CD11b adhes inh: 32; PLK1 PBD inh: -11

Results for CCOC(=O)c1cc2sccc2n1CC(=O)O ?
FAK inh: -1; PLK1 inh: -11; ERa SRC1 inh: 7; CD11b adhes enh: -3; ERa coact pot: 79; Rev-RRE block: 11; CD11b adhes inh: -46; ERb coact inh: 15; PLK1 PBD inh: -8

Results for C/C(=N\NC(=O)c1cccc(C)c1)c1cccc(NC(=O)c2ccco2)c1 ?
FAK inh: 1; PLK1 inh: -7; Rev-RRE block: -1; PLK1 PBD inh: -6

Results for O=C(Cc1ccc(-n2cccc2)cc1)N1CCc2ccccc21 ?
FAK inh: 6; PLK1 inh: -7; ERa SRC1 inh: 45[fluorescence artefact?]; CD11b adhes enh: -2; ERa coact pot: 81; Rev-RRE block: 4; CD11b adhes inh: -24; ERb coact inh: 36; PLK1 PBD inh: -7

Results for Cc1cccn2cc(CNc3ccccc3)nc12 ?
FAK inh: -1; PLK1 inh: -15; ERa SRC1 inh: -4; CD11b adhes enh: -2; ERa coact pot: 125; Rev-RRE block: 8; CD11b adhes inh: 22; ERb coact inh: -8; PLK1 PBD inh: -14

Results for O=[N+]([O-])c1cccnc1N1CCC(c2cc(-c3ccc(Cl)cc3)n[nH]2)CC1 ?
FAK inh: -1; PLK1 inh: -10; ERa SRC1 inh: 4; CD11b adhes enh: -3; ERa coact pot: 94; Rev-RRE block: 8; CD11b adhes inh: 31; ERb coact inh: 6; PLK1 PBD inh: -6

How did CC(C(=O)NC1CCCc2ccccc21)N1CCN(Cc2ccc3c(c2)OCO3)CC1 (stereo not drawn) do in these assays?
FAK inh: -2; PLK1 inh: -13; ERa SRC1 inh: -3; CD11b adhes enh: 0; ERa coact pot: 124; Rev-RRE block: 2; CD11b adhes inh: -1; ERb coact inh: 0; PLK1 PBD inh: 4

Results for O=C(CSc1ncnc2sc3c(c12)CCCC3)N1CCC(c2noc3ccc(F)cc23)CC1 ?
FAK inh: 4; PLK1 inh: 2; ERa SRC1 inh: 29[fluorescence artefact?]; ERa coact pot: 355*[fluorescence artefact?]; Rev-RRE block: 9; ERb coact inh: 66*[fluorescence artefact?]; PLK1 PBD inh: 34

How did CCOCC(=O)Nc1cccc(OC)c1 do in these assays?
FAK inh: 1; PLK1 inh: 2; ERa SRC1 inh: -5; ERa coact pot: 86; Rev-RRE block: 4; ERb coact inh: -7; PLK1 PBD inh: 1

Results for COC(=O)c1sc(N)c(C(=O)OC)c1CSc1nc2sc3c(c2c(=O)n1C)CCC3 ?
FAK inh: 1; PLK1 inh: -13; ERa SRC1 inh: 7; ERa coact pot: 108; Rev-RRE block: 0; ERb coact inh: 22; PLK1 PBD inh: 0

How did COc1cc(-n2ccnc2SC)c(Cl)cc1Cl do in these assays?
FAK inh: -3; PLK1 inh: -10; Rev-RRE block: 0; PLK1 PBD inh: -23

Results for CC(OCC(O)CN(C)CCOc1ccccc1)c1ccc(Cl)cc1 (stereo not drawn) ?
FAK inh: -2; PLK1 inh: -10; ERa SRC1 inh: -10; CD11b adhes enh: 4; ERa coact pot: 112; Rev-RRE block: 13; CD11b adhes inh: 10; ERb coact inh: -6; PLK1 PBD inh: -1

Not a hit list; overall some 4.7% were active at least once.
